# G6PDH CS = inhibits Leuconostoc G6PDH, flagging false hits in G6PDH-based assays. Purified L. mesenteroides G6PDH, diaphorase/resazurin coupled fluorescence, 45 min. inhibition, % at 5 µM. 200,000 compounds, 0.12% hits. AID 1020; in the data active = inhibition above about 50%
# Diaph act CS = activates diaphorase or chemically reduces, flagging diaphorase assay artifacts | Diaphorase/resazurin coupled assay, resorufin fluorescence, 16 min; active compounds read high; 1 = vehicle wells, 0 = NADH-free wells | activation factor at 20 µM | 190,000 compounds, 0.005% hits;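 active = diaphorase activity raised at least twofold by the compound at 20 µM; inactive = activation factor below 2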
#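 Material: purified diaphorase enzyme from Clostridium kluyveri / Medium: HEPES pH 7.4 buffer with MgCl2 and Tween 20 / Schedule: enzyme reaction of 16 min at room temperature / Measured by: resorufin fluorescence, excitation 544 nm, emission 590 nm / Evaluation: rise in resorufin formation, marking diaphorase activation or chemical reduction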
# APP transl inh = APP translation inhibition; SH-SY5Y APP 5'UTR-luciferase reporter, luminescence; 190,000 compounds, 0.82% hits; inhibition, % at 2 µM; AID 1285;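 active = inhibition above a set limit, derived from the sample mean plus 3 SD, cut at about 45% in these data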; note: values of inactives mirror those of a sister screen read the other way
# Hsp70 activator = switches on Hsp70 transcription. HeLa Hsp70 promoter luciferase reporter, luminescence; scaled: vehicle 0, proteasome-inhibitor control 100%. activation, % at 10 µM. 200,000 compounds, 0.04% hits. AID 1203;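 active = activation above the mean across all tested compounds plus 3 SD, cutoff set per campaign, cut at about 5.5% in these data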;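 note: 100% = MG132 at 30 µM as the positive control and 0% = DMSO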
# STAT1 act = activators of IFN-gamma induced STAT1 signaling; AID 932; 200,000 compounds, 2.6% hits; NIH 3T3 STAT1-luciferase reporter, luminescence; 100% = IFN-gamma alone, no compound; activation (% of control), % at 5.5 µM;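 active = activation above the screen-wide mean activation plus 3 SD, cut at about 130% in these data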;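 note: raw ratio to IFN-gamma control signal so 100% means no change and 0% no light; values of inactives mirror those of a sister screen read the other way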
# Diaph inh CS = counter-screen for diaphorase-based assays: diaphorase inhibitors and chemical oxidizers | diaphorase resazurin-to-resorufin fluorescence, NADH, 16 min; bacterial (C. kluyveri) enzyme, not human | inhibition, % at 20 µM | 190,000 compounds, 0.69% hits | AID 1217;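 active = primary screen inhibition at 20 µM above a set limit, cut at about 50% in these data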;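 note: plate controls were DMSO with full reaction for no effect and wells lacking NADH for full effect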
#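 Assay system – diaphorase enzyme from Clostridium kluyveri · Amount – diaphorase 0.14 U/mL (working solution) · Times – reaction incubation of 16 min at room temperature · Controls – No-NADH positive control and DMSO neutral control · Signal – resorufin fluorescence 544/590 nm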
# STAT3 activator = activators of IL-6 induced STAT3 signaling. U3A cells, IL-6 STAT3-luciferase reporter, luminescence; 100% = signal with IL-6 EC80 alone. activation (% of control), % at 5.6 µM. 190,000 compounds, 0.91% hits. AID 871;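 active = activation above the screen-wide mean of compound activation plus 3 SD, cut at about 130% in these data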;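 note: 0% = background luminescence of wells with medium and substrate only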
#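 Material: STAT3-luciferase reporter U3A cells. Controls: IL-6-treated wells, 100% activation. Read-out: % activation versus median of IL-6-stimulated wells. Probe or stimulus: IL-6 stimulus at 33 ng/mL final. Timing: compound 1 h, then IL-6 6 h at 37 °C. Signal: reporter luminescence signal.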
# TLR4 MyD88 comp = blocks binding of human TLR4 to MyD88. 200,000 compounds, 0.18% hits. AID 861. HeLa CL3-4 TLR4/MyD88 BLA complementation, FRET ratio. O00206+Q99836. inhibition, % at 8.4 µM; in the data active = inhibition above about 25%;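 note: 0% = vehicle and 100% = reference inhibitor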
# Target sequence (O00206 whole entry, looked up): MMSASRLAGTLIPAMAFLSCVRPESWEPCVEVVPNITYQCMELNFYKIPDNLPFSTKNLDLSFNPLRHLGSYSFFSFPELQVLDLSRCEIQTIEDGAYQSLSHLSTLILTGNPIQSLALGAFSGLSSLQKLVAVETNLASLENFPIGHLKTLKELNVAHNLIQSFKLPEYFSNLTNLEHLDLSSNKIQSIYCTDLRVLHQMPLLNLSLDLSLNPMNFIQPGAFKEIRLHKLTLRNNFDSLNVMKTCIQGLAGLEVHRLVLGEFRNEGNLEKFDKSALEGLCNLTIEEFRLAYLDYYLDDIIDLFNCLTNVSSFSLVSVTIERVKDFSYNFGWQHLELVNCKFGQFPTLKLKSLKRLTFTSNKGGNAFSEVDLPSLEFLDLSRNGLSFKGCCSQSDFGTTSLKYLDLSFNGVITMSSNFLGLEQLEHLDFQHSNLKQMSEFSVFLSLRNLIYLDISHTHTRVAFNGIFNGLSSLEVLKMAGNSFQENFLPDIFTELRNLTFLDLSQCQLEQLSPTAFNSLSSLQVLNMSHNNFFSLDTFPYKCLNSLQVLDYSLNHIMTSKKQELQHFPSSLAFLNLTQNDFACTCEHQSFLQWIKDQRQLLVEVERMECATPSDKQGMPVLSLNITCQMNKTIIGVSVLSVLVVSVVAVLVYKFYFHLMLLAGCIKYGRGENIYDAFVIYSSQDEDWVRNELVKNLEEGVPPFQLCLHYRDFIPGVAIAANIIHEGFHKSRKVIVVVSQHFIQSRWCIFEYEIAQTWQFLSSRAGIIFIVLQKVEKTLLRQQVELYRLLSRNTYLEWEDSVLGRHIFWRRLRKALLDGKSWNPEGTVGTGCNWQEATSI
# Target sequence (Q99836 whole entry, looked up): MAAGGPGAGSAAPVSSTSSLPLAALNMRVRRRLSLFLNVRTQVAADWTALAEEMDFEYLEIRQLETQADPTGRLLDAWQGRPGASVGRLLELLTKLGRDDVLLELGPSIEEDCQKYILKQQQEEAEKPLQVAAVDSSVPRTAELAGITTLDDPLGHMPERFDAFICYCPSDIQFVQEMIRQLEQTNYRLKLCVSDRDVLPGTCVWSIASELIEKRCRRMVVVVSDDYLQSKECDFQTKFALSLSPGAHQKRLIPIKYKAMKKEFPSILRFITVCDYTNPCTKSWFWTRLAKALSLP
# STAT3 blocker = inhibitors of IL-6 induced STAT3 signaling; inhibition, % at 5.5 µM; U3A cells, IL-6 STAT3-luciferase reporter, luminescence; host cell line lacks STAT1; 190,000 compounds, 0.89% hits;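 active = inhibition above the mean inhibition across all screened compounds plus 3 SD, cut at about 44% in these data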;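 note: 0% = DMSO only wells and 100% = 100 µM nifuroxazide control wells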
# STAT1 blocker = STAT1 signaling inhibition; NIH 3T3 STAT1-luciferase reporter, IFN-gamma, luminescence; inhibition, % at 5.5 µM; 200,000 compounds, 0.35% hits; AID 920;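 active = inhibition above a set limit, the mean inhibition across all tested compounds plus 3 SD, cut at about 34% in these data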;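 note: 0% = IFN-gamma with DMSO and 100% = IFN-gamma with 300 µM nifuroxazide; values of inactives mirror those of a sister screen read the other way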
# * hit, by the source's call; / = no result given.
# Second line of a record – G6PDH CS	Diaph act CS	APP transl inh	Hsp70 activator	STAT1 act	Diaph inh CS	STAT3 activator	TLR4 MyD88 comp	STAT3 blocker	STAT1 blocker
O=C1C2CCC(C(O)C2)N1Cc1ccccc1 (configuration not stated)
 : 6	0.9	-3	-0.2	101	14	97	3	7	-1
Cc1c(O)cc2c(c1O)C(=O)CC(c1ccc(O)cc1)O2 (configuration not stated)
 : 12	0.8	0	-0.1	102	24	/	-16	/	-3
COc1cccc(CNn2cnnc2)c1OCc1ccccc1F
 : 4	0.9	-7	-0.4	96	7	96	-13	8	4
CCn1cc(C(=O)NCc2ccccn2)c(=O)c2cc(S(=O)(=O)N3CCCCC3)ccc21
 : 12	1	3	-0.1	104	3	96	0	9	-4
O=C(NCN1CCc2ccccc2C1)c1ccccc1
 : 4	0.9	-5	-0.2	106	8	107	-5	-5	-6
Cc1ccc(C)c(N2CCN(S(=O)(=O)c3ccc4c(c3)CCN4C(=O)CCC(=O)O)CC2)c1
 : 0	0.7	6	-0.1	96	28	99	6	6	4
COc1ccc(-n2c(N)c(C(=O)NCc3cccnc3)sc2=S)cc1
 : 1	0.8	5	-0.1	94	24	105	-1	-2	6
O=C(COC(=O)c1cccnc1Cl)NCc1ccc2c(c1)OCO2
 : 3	0.9	2	-0.1	99	11	102	-1	-1	1
Cc1[nH]n(-c2ccccc2)c(=O)c1Sc1ccc(Cl)cc1
 : 6	0.7	-19	0.1	99	29	99	5	5	2
CCCCCCCCCCOC(=O)C[N+](C)(C)C/C=C(/C)Cl
 : 3	0.9	-7	-0.5	81	12	101	1	1	22
CCC1CC(/C(C)=N/NC(N)=O)OC1=O (configuration not stated)
 : 5	1	-25	-0.2	96	0	94	-11	9	3
Cc1nc(C)c(C(=O)C2=C(O)C(=O)N(CCN3CCOCC3)C2c2cccnc2)s1 (configuration not stated)
 : 30	1	5	0.0	100	-3	106	1	-3	0
COc1cc(C(=O)NCCc2cn3ccc(C)cc3n2)cc(OC)c1OC
 : -35	0.9	1	0.2	104	14	97	0	12	-4
Oc1oc(-c2ccco2)nc1C=Nc1ccccc1
 : -1	0.9	4	-0.1	118	8	95	-16	9	-19
CC(=O)Nc1nc(=S)n(-c2ccccc2)[nH]1
 : 8	0.8	-3	-0.4	102	17	102	-1	0	-2
Oc1cccc(C=NCc2ccccc2)c1O
 : 60*	0.4	-2	-0.3	89	62*	102	1	4	11
CCCOC(=O)c1c(N)sc2c1CCC2
 : 11	0.8	-3	-0.4	94	17	100	9	5	6
Nn1c(SCC(=O)NC2CCCCC2)nnc1-c1ccc(Cl)cc1
 : 8	0.9	6	-0.4	101	14	100	-1	4	-1
CC(OC(=O)C1CCCCC1)C(=O)Nc1cccc(Cl)c1 (configuration not stated)
 : 5	0.9	20	-0.3	91	10	95	-7	13	9
CCOc1ccc(CN(C)CC(=O)Nc2cccc(S(=O)(=O)N(C)c3ccccc3)c2)cc1
 : 4	0.8	-11	0.0	91	21	100	2	2	8
CC(C)NC(=O)CNc1ccc(C(F)(F)F)cc1[N+](=O)[O-]
 : -1	0.9	9	-0.3	104	7	103	0	-2	-7
O=C(COC(=O)C12CC3CC(CC(O)(C3)C1)C2)NC(=O)NCc1ccco1
 : 8	0.9	-24	0.0	101	5	100	-9	4	-1
COc1ccccc1OCC(=O)OCn1c(SC)nnc(C)c1=O
 : 3	1	-1	-0.3	100	-3	101	-9	2	0
CCN(CC)C(=O)CCC(=O)Nc1ccc(C(=O)OC)cc1
 : -8	1.1	-12	-0.3	101	-6	100	1	3	-1
CN(C)c1ccc(C=Nc2ccccc2C(N)=O)cc1
 : 12	0.9	-166	0.1	135*	7	63	2	45*	-38
CCCS(=O)(=O)N1CCN(C(=O)COc2ccc(OC)cc2)CC1
 : 3	0.9	-6	-0.3	95	9	101	-2	5	5
O=C(COC(=O)CCc1nc2ccccc2c(=O)[nH]1)NC(=O)NC1CCCC1
 : 12	0.9	-3	-0.3	98	8	101	0	-3	2
Cc1ccc(NC(=S)NC(=O)c2ccc(F)cc2)cc1S(=O)(=O)Nc1cccc(Cl)c1
 : 9	0.9	-6	-0.4	99	10	100	13	5	-2
Cc1ccc(Nc2nnc(SC/C(O)=C(\C#N)c3nc4ccccc4[nH]3)s2)c(C)c1
 : -39	0.6	7	0.1	96	37	145*	-6	-60	5
CCOC(=O)c1cnc(-n2[nH]c(C)c(Cc3ccccc3)c2=O)[nH]c1=O
 : 6	0.9	7	-0.4	93	8	109	-3	2	7
Cn1c(=O)c(C(=O)NCCO)c(O)c2ccccc21
 : -2	0.8	-13	0.1	102	20	90	5	15	-6
COc1cc(-c2cc(C(F)(F)F)n3ncc(C(=O)O)c3n2)cc(OC)c1OC
 : -3	0.8	10	0.5	100	16	105	9	-1	-1
CN(C)CCN1C(=O)C(=O)/C(=C(/O)c2ccccc2)C1c1ccccc1F (configuration not stated)
 : 9	0.9	-15	-0.2	93	15	97	-21	13	8
CCCOc1ccc(-c2nnn(CC(=O)OCC)n2)cc1
 : 10	1	-2	-0.2	96	-1	94	11	11	4
N#CCC(=O)Nc1ccc(C(=O)OCC(=O)Nc2cccc(C(F)(F)F)c2)cc1
 : 4	0.9	0	-0.2	96	10	116	-1	-11	2
COc1ccc(N2CCN(/C(=N\S(=O)(=O)c3ccccc3)Nc3nc(C)cc(C)n3)CC2)cc1
 : 5	0.9	-18	0.5	94	9	102	2	-1	6
Cc1ccc(NC(=O)CSc2nnc(CNC(=O)c3c(F)cccc3Cl)o2)cc1
 : -6	0.8	-6	-0.2	93	16	98	-1	5	7
COc1ccc2nc(Nc3nc4ccc(NC(C)=O)cc4s3)sc2c1
 : 11	1.1	-20	-0.2	109	-11	94	-26	7	-10
NC1=NC(=O)CC(C(=O)Nc2cccc3ccccc23)S1 (configuration not stated)
 : 4	0.9	9	-0.3	100	8	108	4	-1	-1
COc1cc(/C=N/NC(=O)C(Cc2c[nH]c3ccccc23)NC(=O)OCc2ccccc2)cc([N+](=O)[O-])c1O (configuration not stated)
 : 5	0.8	16	-0.3	95	24	107	5	-9	6
CCCCCCCCCC[n+]1cccc(C(=O)N(CC)CC)c1
 : -2	0.9	-6	-0.4	102	9	96	-13	6	-2
COCCn1nnnc1C(c1cc2cc(OC)c(OC)cc2[nH]c1=O)N1CCN(c2ccc(O)cc2)CC1 (configuration not stated)
 : 33	/	9	-0.2	95	/	100	-13	9	6
CCCC(=O)Nc1ccccc1N1CCN(C(=O)c2ccccc2)CC1
 : -3	0.9	-11	-0.4	68	11	97	2	8	35*
Cc1ccccc1N=C/C=C1\N(C)c2ccccc2C1(C)C
 : -2	1	-14	-0.5	95	4	111	7	-13	6
CC(C)CNC(=S)N(Cc1ccco1)Cc1cc2cc3c(cc2[nH]c1=O)OCCO3
 : -16	0.8	21	-0.1	97	21	104	5	-6	3
C/C(N)=C(/C#N)C(=O)COC(=O)c1cc(-c2cccc(Br)c2)nc2ccccc12
 : 14	0.9	10	-0.5	96	13	99	-7	4	4
COCCn1c(SCC(=O)Nc2cccc(C)c2)nnc1C(C)C
 : 4	0.9	-5	-0.3	99	7	99	5	4	1
O=C(CNC(=O)c1ccc(Br)cc1)NCC(=O)OCC(=O)c1ccc([N+](=O)[O-])cc1
 : 8	1.1	5	-0.1	99	-10	110	4	-14	1
CC1CN(C(=O)CN2C(=O)NC(C)(c3ccccc3)C2=O)CC(C)O1 (configuration not stated)
 : 1	1	7	-0.3	106	5	105	0	0	-5
COc1ccc(NC(=O)CSc2nc3c(c(=O)n2-c2ccc(C)cc2)SCC3)c(OC)c1
 : -4	0.9	12	-0.4	92	13	94	5	5	11
CCCCCCNC(=O)c1c(O)c2cccc3c2n(c1=O)CCC3
 : 1	1	-2	-0.2	107	-5	99	9	4	-8
O=C(CSc1nnc(-c2ccc(Cl)cc2)n1Cc1ccco1)NCc1ccc2c(c1)OCO2
 : 5	0.8	2	-0.5	91	22	98	0	2	10
COc1ccc(CNC(=O)COC(=O)C2CCN(S(=O)(=O)c3ccccc3C(F)(F)F)CC2)cc1
 : -11	0.9	5	-0.1	100	5	101	4	-3	0
C/C(Cc1ccccc1)=N/NC(=O)CCCC(=O)N/N=C(/C)Cc1ccccc1
 : 4	1	-20	-0.1	98	2	101	-5	4	4
CC(C)CNS(=O)(=O)c1ccc(CCC(=O)N2CCC(C(N)=O)CC2)cc1
 : 2	1	-1	-0.2	99	2	105	-3	7	0
CC(=NCCN1CCN(C(C)=C2C(=O)c3ccccc3C2=O)CC1)C1=C(O)CC(C)(C)CC1=O
 : 4	0.9	3	0.1	92	10	103	-3	-6	9
COc1ccc(OC)c(-n2c(-c3cc(-c4ccc(F)cc4)n[nH]3)n[nH]c2=S)c1
 : -6	0.7	6	0.0	102	28	103	-17	-4	-2
CCCCCCCCCCNC(=O)C(=O)Nc1ccccn1
 : 13	0.9	-12	-0.3	100	7	109	-3	-3	0
Cc1nc2ccccc2n1CC(=O)NCCN1CCCC1
 : 1	1	9	-0.4	93	-4	103	-18	-1	7
CCOC(=O)c1c(C)[nH]c(C(=O)COC(=O)c2cnc(C)cn2)c1C
 : -2	0.9	-2	-0.5	99	13	103	-1	3	1

# Compound profiles, from the list above. Order of screens: G6PDH CS | Diaph act CS | APP transl inh | Hsp70 activator | STAT1 act | Diaph inh CS | STAT3 activator | TLR4 MyD88 comp | STAT3 blocker | STAT1 blocker
# COc1ccc(OC)c(-n2c(-c3cc(-c4ccc(F)cc4)n[nH]3)n[nH]c2=S)c1 is listed as -6 | 0.7 | 6 | 0.0 | 102 | 28 | 103 | -17 | -4 | -2
# COCCn1c(SCC(=O)Nc2cccc(C)c2)nnc1C(C)C is listed as 4 | 0.9 | -5 | -0.3 | 99 | 7 | 99 | 5 | 4 | 1

# Next structures.
# Second line of a record – G6PDH CS	Diaph act CS	APP transl inh	Hsp70 activator	STAT1 act	Diaph inh CS	STAT3 activator	TLR4 MyD88 comp	STAT3 blocker	STAT1 blocker
COCCNC(=O)Cn1c(=O)n(Cc2ccc(C(=O)NCc3ccco3)cc2)c(=O)c2ccccc21
 : 6	1.1	7	0.3	94	-7	96	8	8	7
COc1cccc(NC2=C(Cl)C(=O)OC2OC(=O)c2ccco2)c1 (configuration not stated)
 : 6	0.9	0	0.0	82	6	102	1	0	18
O=C(O)CC(NC(=O)COc1ccccc1)c1cccc([N+](=O)[O-])c1 (configuration not stated)
 : 5	1	-14	-0.2	103	-1	102	-3	8	-5
COCCNC(=O)/C(C#N)=C/c1c(F)cccc1Cl
 : -3	1	-24	-0.1	78	3	95	-13	7	24
CCOC(=O)c1[nH]c(C)c(C(=O)N2CCN(c3cccc(Cl)c3)CC2)c1C
 : 0	1	-7	-0.3	102	5	101	3	3	-4

# Assay outcomes from PubChem BioAssay.
